Screening results deposited in PubChem BioAssay by The Scripps Research Institute Molecular Screening Center.
TEAD-YAP inh = TEAD-YAP interaction inhibition | inhibition, % at 9.12 µM | 1.4% of 640,000 active | AID 1259422 | HEK-TIYL cells, TEAD-Gal4/YAP UAS-luciferase luminescence; in the data active = inhibition above about 32%;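 note: 0% = median of test compound wells and 100% = reference inhibitor wells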
MITF primary = blocks human microphthalmia-associated transcription factor | O75030 | AlphaScreen MITF homodimerization, bead proximity signal | inhibition, % at 2.6 µM | 0.91% of 650,000 active; in the data active = inhibition above about 50%;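 note: 0% = vehicle wells with protein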
FBW7 act = activators of human E3 ligase FBW7; Q969H0; normalized activity (activation), % at 26.1 µM; AlphaScreen FBW7–phospho-cyclin E peptide binding, activator screen; 0.13% of 650,000 active; in the data active = normalized activity above about 1.9%;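 note: purified mutant Fbw7 with reduced substrate affinity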
Target sequence (Q969H0 whole entry, looked up): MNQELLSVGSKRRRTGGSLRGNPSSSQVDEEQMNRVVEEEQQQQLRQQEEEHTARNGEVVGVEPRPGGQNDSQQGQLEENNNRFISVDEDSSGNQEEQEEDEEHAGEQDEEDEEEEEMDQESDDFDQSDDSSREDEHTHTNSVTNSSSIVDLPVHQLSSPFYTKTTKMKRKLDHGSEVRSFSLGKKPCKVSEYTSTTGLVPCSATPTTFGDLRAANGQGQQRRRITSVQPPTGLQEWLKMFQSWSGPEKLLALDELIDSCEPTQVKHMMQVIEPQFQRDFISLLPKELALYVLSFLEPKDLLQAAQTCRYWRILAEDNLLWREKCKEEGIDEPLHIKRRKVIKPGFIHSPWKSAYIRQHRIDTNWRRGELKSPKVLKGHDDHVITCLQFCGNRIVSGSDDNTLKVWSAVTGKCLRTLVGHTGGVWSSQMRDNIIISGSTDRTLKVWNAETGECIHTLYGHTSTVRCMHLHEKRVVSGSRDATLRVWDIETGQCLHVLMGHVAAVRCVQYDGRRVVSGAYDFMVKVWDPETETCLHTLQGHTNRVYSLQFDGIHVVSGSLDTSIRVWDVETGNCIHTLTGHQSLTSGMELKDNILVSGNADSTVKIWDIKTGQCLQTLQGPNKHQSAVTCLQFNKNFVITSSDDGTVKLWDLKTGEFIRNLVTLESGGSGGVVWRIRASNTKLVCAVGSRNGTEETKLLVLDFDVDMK
GPR151 activ = activates the human receptor GPR151; Q8TDV0; PathHunter beta-arrestin GPR151 cells, luminescence; activation, % at 11.2 µM; 1% of 650,000 active; in the data active = activation above about 4.9%;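 note: 0% = median of compound wells and 100% = cells with positive control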
Target sequence (Q8TDV0 whole entry, looked up): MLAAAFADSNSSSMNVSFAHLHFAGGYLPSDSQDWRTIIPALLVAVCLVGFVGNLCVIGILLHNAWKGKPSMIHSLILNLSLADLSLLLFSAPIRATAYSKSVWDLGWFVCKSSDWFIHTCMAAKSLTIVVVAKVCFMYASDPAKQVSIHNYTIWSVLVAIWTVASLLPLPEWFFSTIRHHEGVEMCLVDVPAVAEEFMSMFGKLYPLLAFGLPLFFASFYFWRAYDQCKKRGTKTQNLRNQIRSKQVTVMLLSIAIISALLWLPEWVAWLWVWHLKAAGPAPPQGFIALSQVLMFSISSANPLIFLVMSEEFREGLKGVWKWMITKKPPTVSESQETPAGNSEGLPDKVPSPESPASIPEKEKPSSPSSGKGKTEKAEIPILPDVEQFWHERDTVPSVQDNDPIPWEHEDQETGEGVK
* hit, by the source's call; x = not tested or not shown.

SMILES	TEAD-YAP inh	MITF primary	FBW7 act	GPR151 activ
CCC1=C(c2ccccc2)[N+](=O)C(C)(c2ccc(F)cc2)N1[O-] (stereo unspecified)	5	15	0.1	-1.2
CS(=O)(=O)Nc1nnc(Cc2ccccc2)s1	8	3	0.0	-0.4
CCOC(=O)Nc1ccccc1C(=O)O	-1	-1	-0.1	2.6
O=C(Nc1ccc(Br)cn1)Nc1cccc2ccccc12	5	15	0.5	1.7
CN(CC12CC3CC(CC(C3)C1)C2)C(=O)CC1(c2cccc(F)c2)CC(=O)N(C)C1=O (stereo unspecified)	-5	14	0.1	1.1
COc1ccc(N2CCN(CCNS(=O)(=O)c3ccc(C)s3)CC2)cc1	-1	10	-0.2	-0.8
Cn1cccc1/C=C1/C(=O)NC(=S)N(c2ccccc2)C1=O	15	27	0.1	0.1
O=C(NNC(=O)c1cc2cc([N+](=O)[O-])ccc2oc1=O)c1ccncc1	12	29	-1.8	-0.4
COc1ccc(C2OC(=O)C(C)(C)C(=O)C2C)cc1OC (stereo unspecified)	1	1	0.2	1.4
COc1cccc(-c2nc3ccc(OC(C)=O)cc3c(=O)o2)c1	-8	20	0.3	-5.4
COc1cc(/C=C/C2=CC(C)(C)NC(=S)N2)cc(OC)c1OC	2	15	-0.2	-0.5
CNS(=O)(=O)c1ccccc1Nc1cc(Nc2ccc(N3CCCC3=O)cc2)ncc1C(F)(F)F	18	11	0.1	-0.3
O=C(c1nc2sccn2c1CNCC(c1ccccn1)N1CCOCC1)N1CCCC1 (stereo unspecified)	9	11	-0.3	1.2
O=C1NC2(CCN(C(=O)Cn3nnc4ccccc43)CC2)Nc2ccccc21	-1	10	-0.2	0.0
COc1ccccc1-n1cc(CNC(=O)CCc2nnc(C3CCCCC3)o2)cn1	-2	9	0.3	0.2
COc1ccc(NC(=O)CCCC(=O)c2ccccc2)cc1	-13	10	0.1	-0.4
O=C(NC(=S)Nc1cc(Cl)ccc1Cl)c1ccc(Cl)cc1Cl	5	6	0.4	-0.4
O=c1[nH]c2ccc(NS(=O)(=O)c3cccs3)cc2[nH]1	16	10	0.1	-0.4
Cc1cc2c(cc3c(=O)n(CC(=O)N(C)CCc4ccccn4)nc(C)n32)s1	5	10	0.0	-0.8
CCN(C(=O)C1CCC1)c1nnc(-c2ccc(Cl)cc2)s1	4	2	0.1	0.8
COc1cc(/C=N\NC(=O)C23CC4CC(CC(C4)C2)C3)ccc1O	-9	4	0.6	-1.0
COc1ccc(C2=NN(c3cc(Cl)ccc3Cl)C(c3ccc(Cl)cc3)C2)cc1 (stereo unspecified)	1	-1	0.2	-0.3
O=C(Cn1cnc2c(nnn2Cc2ccccc2)c1=O)NCc1ccco1	1	-5	0.0	1.6
O=C1OCC(CO)(CO)N=C1NNc1cc(Cl)ccc1Cl	-4	18	0.5	0.6
NC(=O)C1CCCN(CC(O)COCc2ccc(Cl)cc2)C1 (stereo unspecified)	7	17	-0.1	-1.0

Reformatted with two lines to a compound: 14 of the compounds above.
Screens in order: TEAD-YAP inh | MITF primary | FBW7 act | GPR151 activ
CNS(=O)(=O)c1ccccc1Nc1cc(Nc2ccc(N3CCCC3=O)cc2)ncc1C(F)(F)F
 : 18 | 11 | 0.1 | -0.3
O=C(c1nc2sccn2c1CNCC(c1ccccn1)N1CCOCC1)N1CCCC1 (stereo unspecified)
 : 9 | 11 | -0.3 | 1.2
O=C1NC2(CCN(C(=O)Cn3nnc4ccccc43)CC2)Nc2ccccc21
 : -1 | 10 | -0.2 | 0.0
COc1ccccc1-n1cc(CNC(=O)CCc2nnc(C3CCCCC3)o2)cn1
 : -2 | 9 | 0.3 | 0.2
COc1ccc(NC(=O)CCCC(=O)c2ccccc2)cc1
 : -13 | 10 | 0.1 | -0.4
O=C(NC(=S)Nc1cc(Cl)ccc1Cl)c1ccc(Cl)cc1Cl
 : 5 | 6 | 0.4 | -0.4
O=c1[nH]c2ccc(NS(=O)(=O)c3cccs3)cc2[nH]1
 : 16 | 10 | 0.1 | -0.4
Cc1cc2c(cc3c(=O)n(CC(=O)N(C)CCc4ccccn4)nc(C)n32)s1
 : 5 | 10 | 0.0 | -0.8
CCN(C(=O)C1CCC1)c1nnc(-c2ccc(Cl)cc2)s1
 : 4 | 2 | 0.1 | 0.8
COc1cc(/C=N\NC(=O)C23CC4CC(CC(C4)C2)C3)ccc1O
 : -9 | 4 | 0.6 | -1.0
COc1ccc(C2=NN(c3cc(Cl)ccc3Cl)C(c3ccc(Cl)cc3)C2)cc1 (stereo unspecified)
 : 1 | -1 | 0.2 | -0.3
O=C(Cn1cnc2c(nnn2Cc2ccccc2)c1=O)NCc1ccco1
 : 1 | -5 | 0.0 | 1.6
O=C1OCC(CO)(CO)N=C1NNc1cc(Cl)ccc1Cl
 : -4 | 18 | 0.5 | 0.6
NC(=O)C1CCCN(CC(O)COCc2ccc(Cl)cc2)C1 (stereo unspecified)
 : 7 | 17 | -0.1 | -1.0

Carrying on.
SMILES	TEAD-YAP inh	MITF primary	FBW7 act	GPR151 activ
Cc1ccccc1CN1C(=O)CSc2ccc(C(=O)NCCc3ccc(Cl)cc3)cc21	5	10	0.2	-0.1
CC(C)CN1CCN(Cc2cc(=O)c3ccccc3[nH]2)CC1CCO (stereo unspecified)	-6	-1	0.0	2.1
O=C1/C(=C/c2ccc(-c3ccc(S(=O)(=O)Nc4nccs4)cc3)o2)Sc2ccccc21	-18	29	-0.8	-0.6
Cc1ccc(NC(=O)CN2C(=O)NC3(CCCC3)C2=O)c([N+](=O)[O-])c1	9	1	0.1	1.8
O=C(O)CCC/C=C\C[C@@H]1C(=O)C[C@@H](O)[C@@H]1/C=C/[C@@H](O)CC1CCCCC1	x	-3	x	3.0
Cc1cc(C(=O)N(CCCN2CCOCC2)c2nc3ccc(F)cc3s2)n(C)n1	-46	5	-0.1	1.4
O=C(CSc1nnc2sc3ccccc3n12)Nc1ccccc1F	-7	6	0.1	0.3
Cc1ccc([N+](=O)[O-])c(OCCCNC2CCCC2)c1	6	40	0.0	-0.1
CC(C)N(CCNCC(O)COCc1ccccc1Cl)C(C)C (stereo unspecified)	17	34	0.2	0.0
O=C(O)CNC(=O)/C=C/c1cccs1	-2	0	0.0	1.0
CN(C)c1ccc(/C=C(/NC(=O)c2ccccc2)C(=O)N2CCOCC2)cc1	-1	3	0.3	-0.1
Cc1cc(C(=O)COc2ccccc2C(N)=O)c(C)n1-c1ccc(F)cc1	-3	-3	-0.1	3.6
Cc1ccc(-n2ncc3c(N4CCOCC4)ncnc32)cc1Cl	92*	-4	-0.2	-3.5
CCOC(=O)C1(Cc2ccc(Cl)cc2)CCN(C(=O)C2CCCN(CC)C2)CC1 (stereo unspecified)	2	10	0.2	1.2
COC(=O)c1nnn(CC(=O)Nc2cc(C)ccc2C)c1N	2	-5	0.0	1.7
CCCCN(CC)C(=O)c1ccc(Cl)c([N+](=O)[O-])c1	0	12	0.0	1.7
O=C(COC(=O)c1ccc([N+](=O)[O-])o1)c1ccc(F)cc1	0	6	-0.1	0.1
O=C(NCCc1ccccc1)C(=O)NCCC1CCCCN1S(=O)(=O)c1cccs1 (stereo unspecified)	11	1	0.2	1.4
Cc1c(C(=O)NC(C)C)sc2ncn(CC(=O)N3CCCCC3C)c(=O)c12 (stereo unspecified)	0	7	-0.1	0.1
Cc1cc(C)cc(C(=O)NCC(=O)OCC(=O)N2CC(=O)Nc3ccccc32)c1	-6	0	0.0	-0.1
O=c1c(CN2CCCCCC2)coc2ccc(Cl)cc12	-2	9	-0.1	0.9
COc1ccc(Cc2nnc(Nc3cc(C)cc(C)c3)[nH]c2=O)cc1	-1	-11	0.2	0.1
CCCCCOC(=O)C1=C(C)NC2=C(C(=O)CC(C)(C)C2)C1c1ccccc1OCC (stereo unspecified)	-2	7	0.2	0.4
Cc1cccc(Nc2nc(NC(C)C)nc(Oc3ccc(=O)n(C)n3)n2)c1	-5	7	0.1	2.1
COc1ccc(NCC(O)Cn2c3ccc(Br)cc3c3cc(Br)ccc32)c(OC)c1 (stereo unspecified)	4	1	0.1	0.8
The listing continues:
SMILES	TEAD-YAP inh	MITF primary	FBW7 act	GPR151 activ
CCCCS(=O)(=O)CC(C(C)(C)C)S(=O)(=O)CCCC (stereo unspecified)	4	-7	0.0	2.0
Cc1cc(Cl)ccc1OCC(O)CNC(C)(C)C (stereo unspecified)	-1	-3	0.1	-0.1
COc1cccc(NC(=O)Cc2noc3ccccc23)c1	-37	4	-0.1	0.3
CC(C)c1nnc(SCC(=O)NC(C)C2CC3CCC2C3)n1N (stereo unspecified)	7	2	-0.1	-1.1
CC1Oc2ccc(F)cc2N(Cc2ccc3c(c2)OCO3)C1=O (stereo unspecified)	2	26	0.4	1.0
O=C(O)C1C2CCC(C2)C1C(=O)NCc1ccco1 (stereo unspecified)	-14	1	0.2	1.0
CC(C)n1c(N2CCOCC2)nc2c(NC3CC3)ncnc21	-4	10	0.1	-1.2
Cc1ccc(C(=O)N/C(=C\c2ccccc2)C(=O)NC2CCCCC2)cc1	10	4	-0.1	-0.3
c1ccc(-c2cc(N3CCN(c4ccccn4)CC3)nc(-c3cccnc3)n2)cc1	5	5	0.0	0.3
CNCc1ccc(OCc2ccc(Cl)cc2)cc1	-33	1	0.1	-1.8
S=C(Nc1ccccc1)Nc1nccs1	-15	11	0.0	0.0
COc1ccc(NC(=O)CN2CCC(C(N)=O)(N3CCCCC3)CC2)cc1	19	16	1.1	-0.7
O=C1CC(CNS(=O)(=O)c2cccc(Cl)c2)CN1c1ccc(F)cc1 (stereo unspecified)	11	8	0.0	-1.1
C=CCn1c(SCC(=O)NCc2ccc3c(c2)OCO3)nnc1-c1cccs1	2	-12	-0.2	-1.3
CN1CCN(CC(O)Cn2cnc3c2c(=O)n(C)c(=O)n3C)CC1 (stereo unspecified)	2	4	0.0	0.3
Cc1nn(CC(=O)N2CCCCCC2)c(C)c1[N+](=O)[O-]	-2	6	0.0	0.1
N#Cc1ccccc1OCc1ccccc1F	-37	6	1.1	-3.9
CCOC(=O)CCCN(Cc1ccc(C(F)(F)F)cc1)S(=O)(=O)c1ccc(C(C)C)cc1	9	2	0.0	-0.9
CC(C)n1cnc2c(NCc3cccc(C(F)(F)F)c3)nc(-c3ccc(C(=O)N4CCN(C)CC4)cc3)nc21	4	18	-0.1	-2.0
CC1CCN(C(C)CNC(=O)Nc2ccc(F)cc2)CC1 (stereo unspecified)	-15	2	0.8	0.1
Cc1cccc(C(=O)N2N=C(C(F)(F)F)CC2(O)c2ccccc2)c1 (stereo unspecified)	4	12	0.4	-0.4
COc1cccc(OCCCCOc2cc(C=O)ccc2OC)c1	5	8	1.0	-0.4
Cc1cccc(-c2nc(C#N)c(NCCN(C)C)o2)c1	-23	-2	-0.1	-1.3
N#Cc1ccc(C(=O)OCC(=O)Nc2ccc3c(c2)C(=O)c2ccccc2C3=O)cc1	-21	-1	-0.1	-2.9
O=C(NCCc1ccccc1)c1ccc(OC2CCN(C(=O)c3cscn3)CC2)cc1	64*	10	-0.1	0.5
More results:
SMILES	TEAD-YAP inh	MITF primary	FBW7 act	GPR151 activ
CCc1nnc(NC(=O)CCC(=O)O)s1	3	3	0.0	0.3
Cc1cc(N2CCC(C(=O)Nc3cccc4c3CCCC4)CC2)n2ncnc2n1	2	-4	-0.1	1.6
COc1ccc(N(C(C)C(=O)Nc2ccccc2C(F)(F)F)S(C)(=O)=O)cc1 (stereo unspecified)	9	12	0.1	2.1
COc1ccc(Br)cc1/C=C(\C#N)C(=O)Nc1ccc(S(N)(=O)=O)cc1	-1	5	0.6	1.4
O=C(NCc1ccco1)c1cc(-c2ccccc2F)no1	-47	13	0.1	0.1
COc1cccc(/C=N/NC(=O)CC23CC4CC(CC(C4)C2)C3)c1O	70*	7	-0.2	0.7
CN(C)c1ccc(-c2nocc2C#N)cc1	-9	5	0.1	-0.8
O=C(Nc1ccc(N2CCOCC2)cc1)c1cccc(N2CCCC2CO)n1 (stereo unspecified)	-34	7	0.1	-3.1
O=C(NCc1cccnc1)C1C2C=CC3(CN(Cc4ccccc4Cl)C(=O)C13)O2 (stereo unspecified)	-5	-104	-0.1	-0.1
CCC(Sc1nc2n[nH]c(C)c2c(=N)n1-c1ccccc1Cl)C(=O)N(CC)CC (stereo unspecified)	-16	4	0.3	-0.9
Clc1ccc(N/N=C/c2ccc3c(c2)OCO3)nn1	-39	1	-0.1	-0.8
CCC(C)NC(=O)c1cnc(N2CCN(c3ncccn3)CC2)c2ccccc12 (stereo unspecified)	-6	-2	0.0	-1.5
Cc1cnc(C)c(-c2cccc3c2OC(CNC(=O)c2ccoc2)C3)n1 (stereo unspecified)	2	12	-0.2	-1.0
O=C(Nc1ccc(Oc2ccccc2)cc1)c1cn2ccsc2n1	-52	18	0.2	-0.6
O=C(CCN1CCCCC1)Nc1ccc2c(c1)OCO2	1	4	-0.1	-0.6
O=c1c2ccccc2ncn1-c1ccc(Cl)c(Cl)c1	-2	6	0.0	-0.3
CC12CCCCC13NC(=O)CN3c1ccccc12 (stereo unspecified)	9	9	-0.1	-0.2
CC1S/C(=N\C(=O)Nc2ccc(Cl)cc2)NC1=O (stereo unspecified)	-6	-13	0.2	0.1
C[n+]1ccc(/C=C2\Sc3ccccc3N2CCCS(=O)(=O)O)cc1	6	16	0.3	-0.9
Cc1c(NC(=O)CSc2nc3cc(Cl)ccc3s2)c(=O)n(-c2ccccc2)n1C	13	0	0.2	0.4
CCOC(=O)c1ccc(N2C(=O)c3n[nH]c(C)c3C2c2cccc([N+](=O)[O-])c2)cc1 (stereo unspecified)	-5	4	0.0	0.1
Cc1ccc2cc(CN(CCCO)C(=O)Nc3ccccc3Cl)c(=O)[nH]c2c1	12	17	0.2	-1.2
COc1ccc(-c2ccc(-c3nnn(CC(=O)Nc4ccccc4[N+](=O)[O-])n3)cc2)cc1	-1	9	0.1	-0.4
COc1ccc(-c2nc3ccccc3c(=O)n2NC(=O)c2ccccc2F)cc1	-3	-1	0.0	0.3
COc1cccc2sc(=NC(=O)c3ccc(C#N)cc3)n(C)c12	0	-3	0.1	1.7
